NOD1 NF-kB reporter = NOD1 signaling inhibitors, primary screen, cell-based, luminescence, uHTS (AID 1578); NOD1-driven NF-kB luciferase reporter cells, luminescence; higher % means a stronger effect; inhibition, % at 4 µM, or EC50 in µM where a hit was titrated; hit rate 1% among 290,000; in the data active = inhibition mostly above about 36%, no sharp cut-off; inactive = mostly below about 34%;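 also: HEK-293T reporter cells stimulated with the NOD1 agonist gamma-tri-DAP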
KOR beta-arrestin-1 = KOR antagonists, beta-arrestin recruitment, cell-based, luminescence, uHTS (AID 1778). inhibition, % at 10 µM; hits with a dose series show IC50 in µM. hit rate 0.091% among 290,000. KOR beta-arrestin recruitment, luminescence, antagonist mode; higher % means a stronger effect; also: strong numbers were not always called active
West Nile antiviral = inhibition of WNV-induced cytopathic effect – cell-based, CPE readout (AID 1621). West Nile virus-infected cells, CPE inhibition; higher % means a stronger effect. one-dose CPE inhibition, % at 10 µM; IC50 in µM for titrated hits. hit rate 0.02% among 290,000; in the data active = a potency from the dose series; inconclusive = CPE inhibition mostly from about 3.7% at the one dose, without a potency; inactive = the rest, 99 in 100 with CPE inhibition below about 2.2%; also: strong numbers were not always called active
AID2073 = disruptors of CaV2.2 binding to Mint1 – biochemical, HTRF (AID 2073); HTRF protein-protein interaction, Mint1-CaV2.2; higher % means a stronger effect; inhibition, % at 20 µM; hits with a dose series show IC50 in µM; hit rate 0.19% among 290,000; in the data active = inhibition mostly above about 51%, no sharp cut-off; inconclusive = no clear call, values can overlap the other calls; inactive = mostly below about 53%; also: some results filed as inactive read as strong as hits
Yfh1-depleted yeast = mitochondrial function rescue without frataxin homolog – Friedreich's ataxia, plus single-dose screen, dose response (AID 1465). S. cerevisiae Yfh1-off respiration, WST-1 reduction, 72 h; higher fold induction means a stronger effect. one-dose fold induction at 50 µM; EC50 in µM for titrated hits. hit rate 0.074% among 220,000;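 active = fold induction of absorbance versus untreated yeast above a set limit, then at least 30% activation at any dose in follow-up; inconclusive = repeats straddling the limit, or above it without dose testing; inactive = fold induction below the set limit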;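 also: activators that raise dye reduction in frataxin-depleted yeast; strong numbers were not always called active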
HIV peptide binding = inhibitors of HIV fusion peptide binding, primary screen, biochemical, uHTS, fluorescence dequenching (AID 1986). cell-free peptide binding, fluorescence dequenching, 30 min; higher % means a stronger effect. inhibition, % at 20 µM; hits with a dose series show IC50 in µM. hit rate 0.3% among 290,000; in the data active = inhibition mostly above about 52%, no sharp cut-off; inactive = mostly below about 76%; also: some results filed as inactive read as strong as hits
KOR beta-arrestin-2 = KOR agonists, beta-arrestin recruitment, primary screen, cell-based, luminescence, uHTS (AID 1777); KOR beta-arrestin recruitment, luminescence; higher % means a stronger effect; activation, % at 10 µM; hits with a dose series show EC50 in µM; hit rate 0.02% among 280,000; in the data active = activation above about 50%, passing the limit was not always enough; also: a part of the inactive calls stands beside numbers as strong as those of hits
NS5 inhibitors = flavivirus cap methylation enzyme inhibition – biochemical, confirmation dose response, primary screen (AID 588689). one-dose inhibition, % at 25 µM; IC50 in µM for titrated hits. Dengue-2 NS5 methyltransferase capping enzyme assay, biochemical; higher % means a stronger effect. hit rate 0.3% among 340,000; in the data active = a potency from the dose series; inconclusive = inhibition above about 29% without an active follow-up result
NOD2 inhibition = NOD2 signaling inhibitors, cell-based, luminescence, uHTS, HEK293 (AID 1566). HEK293 NOD2/NF-kB luciferase reporter, luminescence; higher % means a stronger effect. hit rate 0.63% among 290,000. inhibition, % at 4 µM; hits with a dose series show EC50 in µM; also: many of its hits are not listed in these tables
* marks the source's active call; other numbers are inactive results; i = inactive; ? = inconclusive; nt = no result given; [ ] = another dose, or the depositor's remark. Rule as the data show it, unless noted: active = inhibition above about 50%; inactive = the rest. A portion of the library; the hit share may differ from the screen's.

SMILES,Yfh1-depleted yeast,NS5 inhibitors,AID2073,HIV peptide binding,NOD1 NF-kB reporter,NOD2 inhibition,KOR beta-arrestin-1,KOR beta-arrestin-2,West Nile antiviral
Cn1c(NCc2cccc(Br)c2)nc2ccccc21,i,6%,21%,-3.7%,-36%,-22%,4%,-3.6%,-0.8%
COc1ccc(-c2cc(C)no2)cc1S(=O)(=O)Nc1cccc(C)c1,nt,-5%,?,0.2%,-22%,-5%,-3%,-0.2%,-0.6%
Brc1ccccc1-c1nnc(COc2ncnc3ccccc23)o1,i,-4%,2%,-0.5%,-10%,11%,-18%,0.1%,-0.1%
CS(=O)(=O)N(CC(=O)N1CCN(Cc2ccccc2)CC1)c1cccc(Cl)c1,nt,-2%,12%,-1.0%,-3%,-26%,13%,-4.9%,-1.1%
Nc1nonc1-c1nc2ccccc2n1CC(=O)N/N=C\c1ccc(-c2ccc(Cl)cc2)o1,i,-14%,12%,4.8%,-33%,-1%,nt,nt,0.5%
O=C(Cn1cc(C(F)(F)F)ccc1=O)NCc1ccc(F)cc1,nt,-6%,-6%,0.7%,-48%,-10%,-12%,-1.0%,0.2%
CCCCCOC(=O)C1=C(C)Nc2ncnn2C1c1cccs1 (configuration not stated),i,-1%,-6%,-1.5%,38%,24%,22%,nt,-0.8%
CCCN1CCC(NC(=S)Nc2ccc(C(=O)OCC)cc2)CC1,i,5%,-19%,-0.6%,-29%,13%,5%,2.6%,1.4%
Cc1cccn2c(=O)c(C=Nc3ccc(Cl)cc3)c(NCCO)nc12,i,0%,16%,10%,-30%,6%,6%,-6.9%,0.5%
CCn1c(SCC(=O)Nc2cc(C)on2)nnc1-c1c[nH]c2ccccc12,i,-2%,-8%,-1.0%,-10%,-30%,24%,-4.0%,-0.1%
CN1CCN(C(=O)c2cccc(S(=O)(=O)N3CCCCC3)c2)CC1,i,1%,3%,1.2%,-19%,-5%,-19%,8.5%,-0.6%
COC(=O)CNC(=O)c1cc(-c2ccncc2)nc2ccccc12,nt,2%,14%,-1.5%,7%,1%,-32%,-4.9%,0.6%
CCOc1ccccc1CNC(=O)c1nn(C)c2c1CS(=O)(=O)c1ccccc1-2,nt,-2%,8%,-0.8%,-4%,0%,-16%,0.1%,1.0%
Cc1ccc(OCC(=O)c2cc(C)c(C)cc2C)c([N+](=O)[O-])n1,i,4%,9%,-0.7%,-8%,12%,-30%,2.5%,12%
c1ccc(C2=NC(c3ccccc3)N=C(c3ccccc3)N2)cc1,i,-1%,2%,-1.3%,-23%,9%,-17%,-0.4%,0.2%
CCOc1cc(CNCc2ccccn2)cc(Cl)c1OC,i,-13%,4%,0.7%,-26%,5%,-18%[20 µM],-7.1%,-0.6%
Cc1cccc(N2CCN(C(=O)CCS(=O)(=O)c3ccc4c(c3)oc(=O)n4C)CC2)c1C,nt,-6%,13%,-0.4%,24%,36%,-31%,2.5%,-0.8%
C=CCOC(=O)CCCC(=O)NC1CCCCC1,i,-10%,-2%,-1.1%,-25%,-2%,-12%,-0.3%,0.5%
O/N=C1/CCc2cccc3cccc1c23,i,1%,4%,5.6%,22%,15%,-14%,-4.3%,0.4%
CCOC(=O)C1CCN(C(=O)/C=C/c2ccccc2)CC1,i,0%,14%,-1.0%,-59%,-52%,-11%,-1.6%,-0.1%
COC(=O)c1ccccc1NC(=O)Nc1nnc(N2CCCCC2C)s1 (configuration not stated),nt,-1%,1%,1.8%,-48%,5%,-16%,-0.8%,nt
CCCc1nc2oc3c(NCc4ccccn4)ncnc3c2c2c1COC(C)(C)C2,i,-2%,6%,-4.6%,-6%,22%,17%,-2.5%,0.8%
C/C(=N\OCC(=O)Nc1cc(C)cc(C)c1)c1ccc2c(c1)OCCO2,i,-3%,2%,4.3%,-5%,18%,4%,-2.4%,-0.3%
COc1ccccc1N(CC(O)CN1C(C)CCCC1C)S(=O)(=O)c1ccccc1 (configuration not stated),nt,4%,-4%,0.8%,-34%,2%,-38%,5.8%,-0.8%
NS(=O)(=O)c1cc2c(cc1Cl)NC(c1ccccc1OCC(=O)O)NS2(=O)=O (configuration not stated),nt,-2%,-6%,3.4%,6%,9%,-24%,-1.0%,-0.1%
Cc1cc(Cl)ccc1C(=O)C1CCCN(C(=O)c2ccoc2)C1 (configuration not stated),i,1%,0%,1.4%,-28%,6%,-8%,-2.2%,-1.0%
CCOc1ccc(NC(=O)CCN2C(=O)c3ccccc3C2=O)cc1,nt,3%,5%,0.9%,-32%,8%,-23%[20 µM],2.9%,-0.2%
Nc1ccccc1SC1CC(=O)N(c2ccc(Cl)c(Cl)c2)C1=O (configuration not stated),i,-7%,19%,1.6%,-7%,6%,20%,1.5%,-1.3%
CCOc1cc(C)nc(N2CCN(C3CCCCC3)CC2)n1,i,-5%,7%,0.7%,-31%,-36%,22%,-0.8%,-0.2%
CCn1cc(CCC(=O)O)c(C)n1,i,-5%,13%,0.2%,-25%,5%,-52%,4.2%,0.4%

Whole records as entered above.
Entry for Cc1cc(Cl)ccc1C(=O)C1CCCN(C(=O)c2ccoc2)C1 (configuration not stated) = Yfh1-depleted yeast = i; NS5 inhibitors = 1%; AID2073 = 0%; HIV peptide binding = 1.4%; NOD1 NF-kB reporter = -28%; NOD2 inhibition = 6%; KOR beta-arrestin-1 = -8%; KOR beta-arrestin-2 = -2.2%; West Nile antiviral = -1.0%
Entry for Cc1cccc(N2CCN(C(=O)CCS(=O)(=O)c3ccc4c(c3)oc(=O)n4C)CC2)c1C = Yfh1-depleted yeast = nt; NS5 inhibitors = -6%; AID2073 = 13%; HIV peptide binding = -0.4%; NOD1 NF-kB reporter = 24%; NOD2 inhibition = 36%; KOR beta-arrestin-1 = -31%; KOR beta-arrestin-2 = 2.5%; West Nile antiviral = -0.8%

Continuation:
SMILES,Yfh1-depleted yeast,NS5 inhibitors,AID2073,HIV peptide binding,NOD1 NF-kB reporter,NOD2 inhibition,KOR beta-arrestin-1,KOR beta-arrestin-2,West Nile antiviral
NC(=O)c1ccsc1NC(=O)Cc1ccc([N+](=O)[O-])cc1,i,0%,17%,-1.1%,-14%,0%,-1%,-6.2%,0.7%
CC/C(=N/NC(=O)c1ccccc1)c1ccc(OCCN2CCOCC2)cc1,i,0%,4%,0.5%,-2%,-2%,-14%,-0.8%,0.6%
COc1ccc(C2CC(c3cccs3)=NN2C(=O)CSc2nc3c(cnn3-c3ccccc3)c(=O)[nH]2)cc1 (configuration not stated),i,1%,8%,0.5%,6%,1%,-23%,-3.3%,0.8%
Cc1ccc(C(=O)N2CCN(S(C)(=O)=O)C2)cc1,i,-1%,-1%,-0.8%,22%,6%,-10%,3.4%,0.2%
Cc1ccc(NC(=S)N/N=C/c2ccc(Cl)c([N+](=O)[O-])c2)cc1,i,-4%,14%,-0.5%,-12%,18%,-18%,-6.9%,-0.3%
Cn1c(CC(=O)NCCO)c(Sc2ccccc2)c2ccccc21,i,7%,-11%,-2.3%,-29%,6%,-9%,10%,0.0%
O=S(=O)(Nc1cccnc1)c1ccc(Cl)cc1,i,0%,-1%,-2.4%,-16%,5%,-21%,0.5%,1.0%
COc1cc2cc(C(=O)N/N=C/c3ccc(F)cc3)[nH]c2cc1OC,nt,0%,14%,-0.4%,16%,-13%,-16%,2.6%,-0.7%
c1ccc(Cc2ccc(OCCn3cncn3)cc2)cc1,i,-10%,-9%,-0.3%,-5%,1%,12%,-4.1%,-0.6%
CCCCC(=O)Nc1ccc(NC(=O)CC)cc1OC,i,0%,0%,-0.5%,-16%,-1%,2%,4.1%,0.3%
Cc1cc(NCCc2ccccc2F)n2ncnc2n1,i,-1%,-2%,1.0%,-34%,26%,-7%,-7.6%,-0.3%
Clc1ccc(C(c2ccccc2)N2CCNCC2)cc1 (configuration not stated),i,-2%,-5%,-0.4%,1%,-20%,-19%,-0.1%,-0.8%
COC(=O)C1=C(C(=O)OC)[C@@H]2N(C)c3ccccc3[C@@]23C[C@@H](C(=O)OC)N(C(C)=O)C3=N1,i,-4%,-8%,-0.5%,1%,-14%,6%,-1.4%,0.1%
Cc1ccc(C(C)(O)CS(=O)(=O)Cc2ccccc2Cl)cc1 (configuration not stated),nt,-3%,-7%,-0.5%,8%,-27%,-39%,5.3%,-0.5%
CNC(=O)CSc1nnc(-c2ccccc2F)n1CCc1ccccc1,i,5%,6%,0.1%,-17%,-2%,-17%,4.4%,-0.1%
COc1ccc(-c2csc(Nc3cc(C)ccn3)n2)cc1C,nt,-1%,-9%,-1.7%,8%,4%,-25%,0.8%,0.1%
Cc1ccccc1NS(=O)(=O)c1ccc(F)cc1,i,1%,0%,1.0%,-9%,3%,4%,0.9%,0.0%
CCCCNC(=O)C1CC(=O)N(CCc2ccccc2)C1 (configuration not stated),i,-1%,15%,1.1%,-1%,14%,14%,-8.7%,0.0%
Cc1oc(S(=O)(=O)N2CCCCC2)cc1NC(=O)Nc1ccc(F)cc1,i,-15%,16%,-0.9%,-6%,-14%,-16%,0.7%,-1.1%
Cc1cc2cc3c(cc2nc1SCC(=O)Nc1ccccc1)CCC3,i,-5%,24%,4.5%,-13%,1%,-56%,0.9%,-0.4%
COc1cc(NC(=O)C2CCCN2C(=O)OCc2ccccc2)cc(OC)c1 (configuration not stated),i,2%,-3%,0.2%,-28%,8%,36%,-2.3%,0.0%
CCN(CC(=O)NCc1ccccn1)S(=O)(=O)c1ccc(OC)cc1,nt,-7%,-1%,2.3%,-9%,5%,-28%,5.3%,-0.2%
COc1ccc(-n2ccsc2=S)cc1,i,1%,3%,-0.7%,-37%,-6%,5%,0.9%,-0.2%
CCOc1ccc(NC(=O)N(CCN(C)C)C(C)c2cccnc2)cc1 (configuration not stated),i,7%,-4%,-2.2%,11%,-12%,-10%,2.5%,0.0%
CCC(C)[C@H](NC(=O)Nc1ccc2c(c1)OCCO2)C(=O)O (some centres not stated),i,-4%,0%,1.9%,-8%,1%,16%,-2.0%,1.1%
COC(=O)c1cnn(-c2nc(-c3ccccc3)cs2)c1N,nt,2%,-8%,0.7%,-7%,-56%,3%,-3.9%,-0.4%
COc1ccc(OC)c(CN2CCC(N3CCC(C(=O)NC4CC4)CC3)CC2)c1,nt,2%,-3%,3.0%,-32%,-22%,-2%,4.7%,-0.3%
CCCn1nnc(NC(=O)/C=C/c2cc(Br)ccc2OC)n1,i,-1%,-1%,-0.8%,-19%,10%,33%,44%,-0.3%
CN1C(=O)C(CCC(=O)O)NC1=S (configuration not stated),i,0%,-6%,-0.5%,3%,17%,27%,-3.9%,0.0%
Cc1ccc(OCC(=O)OCC(=O)c2c(N)n(C)c(=O)n(C)c2=O)cc1C,i,-7%,-15%,4.1%,2%,13%,-7%,-2.1%,1.4%
CSc1ccc(NC(=O)Nc2ccccc2C(N)=O)cc1,i,3%,44%,1.8%,-3%,2%,28%,-2.4%,1.6%

Compound activity: PubChem, several laboratories
